DAX1 inh-1 – NR0B1 (DAX1) inhibition. inhibition, % at 6.75 µM. AID 504766. P51843. HEK293 Gal4-DAX1 luciferase reporter, luminescence. 340,000 tested, 0.99% active;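 active means inhibition above the mean over all tested compounds plus 3 SD, cut at about 4.2% in these data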;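 further: 0% = DAX1-transfected cells with DMSO and 100% = empty-vector control cells with DMSO; inhibition shows as a rise in luminescence from relieved DAX1 repression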
GC-A act – GC-A (human) enzyme activation. P16066. HEK293 GC-A cells, cGMP TR-FRET, EC30 ANP; 0% at EC30 ANP, 100% saturating ANP. activation, % at 10 µM. 370,000 tested, 0.14% active; in the data active means activation above about 40%
Target sequence (P16066 whole entry, looked up): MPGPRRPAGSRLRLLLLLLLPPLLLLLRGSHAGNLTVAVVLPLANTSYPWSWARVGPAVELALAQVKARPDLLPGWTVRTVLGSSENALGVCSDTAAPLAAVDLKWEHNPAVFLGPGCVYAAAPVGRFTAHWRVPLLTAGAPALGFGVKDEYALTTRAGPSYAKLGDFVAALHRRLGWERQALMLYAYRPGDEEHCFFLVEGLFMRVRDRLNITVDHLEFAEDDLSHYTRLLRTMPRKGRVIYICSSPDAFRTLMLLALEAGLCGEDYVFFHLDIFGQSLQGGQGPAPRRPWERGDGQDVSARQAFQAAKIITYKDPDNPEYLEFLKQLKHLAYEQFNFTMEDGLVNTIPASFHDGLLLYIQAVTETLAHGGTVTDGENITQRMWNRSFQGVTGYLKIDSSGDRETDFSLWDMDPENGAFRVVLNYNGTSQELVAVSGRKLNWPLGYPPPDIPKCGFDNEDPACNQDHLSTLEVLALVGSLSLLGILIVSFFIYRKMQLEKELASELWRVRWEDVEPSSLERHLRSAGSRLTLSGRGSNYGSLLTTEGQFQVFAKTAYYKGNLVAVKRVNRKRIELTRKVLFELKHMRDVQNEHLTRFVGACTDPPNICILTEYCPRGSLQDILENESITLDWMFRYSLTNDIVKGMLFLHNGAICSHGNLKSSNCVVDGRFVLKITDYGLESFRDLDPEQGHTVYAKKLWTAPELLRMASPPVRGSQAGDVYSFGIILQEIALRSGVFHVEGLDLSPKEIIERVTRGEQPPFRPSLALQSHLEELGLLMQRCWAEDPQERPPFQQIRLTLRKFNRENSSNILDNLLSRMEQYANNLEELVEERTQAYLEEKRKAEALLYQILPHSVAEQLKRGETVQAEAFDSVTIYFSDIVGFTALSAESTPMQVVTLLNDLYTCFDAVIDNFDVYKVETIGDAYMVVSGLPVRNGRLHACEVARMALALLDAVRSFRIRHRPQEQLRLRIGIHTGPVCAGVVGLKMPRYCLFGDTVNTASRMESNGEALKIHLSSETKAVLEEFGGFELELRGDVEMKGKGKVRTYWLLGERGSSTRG
sPLA2-III inh – Blocks human group III sPLA2 activity; Q9NZ20; QFRET BODIPY PC-A2 liposome hydrolysis, fluorescence; inhibition, % at 12.2 µM; 370,000 tested, 0.56% active;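 active means inhibition above mean plus 3 SD of compounds lying within the high and low control bounds, cut at about 19% in these data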;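 further: 0% = median of test compound wells and 100% = no enzyme DMSO wells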
hgDAF12 agonist – agonists of H. glycines DAF-12 nuclear receptor; HEK293 GAL4-hgDAF12 UAS-luciferase reporter, agonist luminescence; normalized to butyrate control; activation, % at 6.8 µM; 370,000 tested, 1.8% active; AID 687014;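 active means activation above a cutoff set at the mean of all screened compounds plus 3 SD, cut at about 10% in these data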;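 further: 0% = DMSO wells and 100% = sodium butyrate wells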
ADAM10 inh – inhibits human ADAM10 | inhibition, % at 7 µM | AID 720582 | recombinant ADAM10, EDANS/DABCYL FRET peptide cleavage, 3 h | 370,000 tested, 0.62% active | O14672;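 active means inhibition above a per-campaign cutoff equal to the mean of compounds falling between control-based bounds plus 3 SD, cut at about 20% in these data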;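 further: 0% = DMSO wells while the 100% control is not disclosed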
DAX1 inh-2 – inhibitors of DAX1 repression of SF-1 activated StAR promoter; AID 652010; HEK293T StAR-luciferase reporter, SF-1/DAX-1 repression relief; 370,000 tested, 1.1% active; inhibition, % at 6.8 µM;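 active means inhibition above the mean over all tested compounds plus 3 SD, cut at about 3.6% in these data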;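 further: 0% = DAX-1 cells with DMSO and 100% = cells lacking DAX-1 with DMSO; higher inhibition means more luminescence from relief of DAX-1 repression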
ssDAF-12 act – activates DAF-12 receptor from parasite S. stercoralis. AID 652126. activation, % at 6.8 µM. HEK293 ssDAF-12/GRIP1 lit1-tk-luc reporter, luminescence; % of 3 µM dafachronic acid response. 370,000 tested, 1% active;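 active means activation above the mean over all tested compounds plus 3 SD, cut at about 0.9% in these data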;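 further: 0% = DMSO-only wells and 100% = 3 µM delta7-dafachronic acid wells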
SMARCA2 activ – increases SMARCA2 function in MMTV reporter cells | activation, % at 9.1 µM | AID 652017 | 370,000 tested, 1% active | MG213 cells, MMTV-luciferase reporter, dexamethasone, overnight; in the data active means activation above about 7.8%;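 further: 0% = vehicle wells and 100% = reference activator wells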
hcDAF-12 act – activators of H. contortus DAF-12 nuclear receptor; HEK293 hcDAF-12 lit1-tk-luc reporter, luminescence; 0% DMSO, 100% Δ7-dafachronic acid; activation, % at 6.8 µM; 370,000 tested, 1.4% active;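 active means activation above the mean of all tested compounds plus 3 SD, cut at about 5.5% in these data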;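 further: 100% = response to 3 µM Δ7-dafachronic acid high control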
FXN GAA850 act – frataxin GAA850 promoter activation; HEK293 lucGAA850 FXN promoter luciferase reporter, 24 h; percent of 10 µM SAHA response; activation, % at 6 µM; 360,000 tested, 0.56% active;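 active means activation above the average of all compounds screened plus 3 SD, cutoff fixed separately per campaign, cut at about 7.5% in these data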;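 further: 0% = DMSO wells and 100% = 10 µM SAHA wells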
NPR2 activator – GC-B (human) receptor activation. HEK293-GC-B cells, CNP EC30, cGMP TR-FRET; 0% at EC30 CNP, 100% saturating CNP. P20594. activation, % at 10 µM. 370,000 tested, 0.11% active;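 active means activation at 10 µM reaching about 35% in either raw or pattern-adjusted values, limit read from the data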
* = called active by the depositor; . = no result given.

SMILES	DAX1 inh-1	GC-A act	sPLA2-III inh	hgDAF12 agonist	ADAM10 inh	DAX1 inh-2	ssDAF-12 act	SMARCA2 activ	hcDAF-12 act	FXN GAA850 act	NPR2 activator
Cc1ccc(Cc2c(-c3ccccc3)nc3ccc(Br)cn23)cc1	0.2	10	-25	6.7	-4	2.0	-0.5	0	2.4	3.8	13
C=CCOc1ccccc1/C=N/NC(=O)Cc1ccc(C)cc1	1.1	1	-2	-0.4	-7	-0.4	-0.1	-3	0.9	-0.3	-6
COc1cc(C(CCN2CCOCC2)c2c(OC)cc(OC)c3c(-c4ccccc4)cc(=O)oc23)cc(OC)c1OC (stereo not given)	-0.7	3	-26	-1.9	10	-0.5	-1.2	-1	-2.1	0.9	5
CCCc1nnc(SCC(=O)Nc2cccc(Cl)c2Cl)o1	0.2	-1	-3	0.4	4	-0.5	-0.6	1	1.5	0.4	0
CCOC(=O)[C@H]1[C@H]2COc3ccc(Cl)cc3[C@@H]2N2C(=O)CNC(=O)[C@@]12C	0.1	3	3	0.7	2	-0.6	-0.8	0	-1.6	-0.1	-6
O=C(CN(C(=O)CCC(=O)Nc1nccs1)C1CCCC1)NCc1ccc2c(c1)OCO2	-0.5	-5	-1	-0.8	-3	0.1	-1.5	-3	-2.8	0.5	1
CCn1c(=O)n(CC)c2cc([N+](=O)[O-])ccc21	0.2	14	2	-2.1	9	-0.7	-0.7	1	-1.4	-1.4	17
Cc1c(C(=O)NCCCN2CCCC2=O)oc2ccccc12	0.6	4	2	7.0	5	0.1	-1.0	6	3.7	-1.6	3
O=C(NCc1ccco1)C1CCCN1C(=O)Nc1ccc(Cl)cc1 (stereo not given)	-0.6	5	1	-1.6	5	-0.6	0.0	-1	-0.1	1.6	1
CCc1ccc(N(CC(=O)Nc2sc3c(c2C(=O)OC)CCCC3)S(C)(=O)=O)cc1	5.8*	1	1	1.4	-3	0.3	-1.1	0	1.4	0.8	1
CC(=O)C1=C(C)N(CC(C)C)C(=S)NC1c1ccc(Br)cc1 (stereo not given)	.	-15	3	-1.1	0	-0.5	-1.4	0	-1.7	.	-14
CCc1ccc(OCC2c3cc(OC)c(OC)cc3CCN2C(=S)NCCOC)cc1 (stereo not given)	1.1	2	-3	-2.6	17	-1.0	-1.7	-2	-3.2	4.2	3
S=c1[nH]nc(COc2ccc(Cl)cc2)n1Cc1ccco1	2.5	-5	12	-3.5	3	0.5	-1.4	3	-2.1	0.9	-10
CC(=O)Nc1nnc(CCS(=O)(=O)c2ccc(C)cc2)s1	2.1	-4	3	-0.1	-2	0.4	-0.4	3	0.6	0.5	0
CCCCOCCCNC(=O)c1ccc(NC(C)=O)cc1	2.0	4	-1	-0.1	-2	-0.1	-0.6	-3	-1.6	-0.1	6
COc1ccc(CSc2nncn2N)cc1Br	-0.8	-1	3	0.2	-3	0.5	-1.6	-2	-1.7	2.3	4
CCc1nnc(NC(=O)CCC(=O)N2CCN(Cc3cc(F)ccc3OC)CC2)s1	-0.3	-2	-6	-2.4	0	1.1	-1.0	-3	-1.3	-0.8	8
c1ccc2[nH]c(CN3CCCCC3)nc2c1	1.2	0	-4	0.4	5	0.2	-1.5	-3	-0.3	2.9	-5
Cc1ccc(NC(=O)C(Nc2ccccc2)c2ccccc2)cc1 (stereo not given)	1.8	-2	-4	3.9	2	0.4	-1.4	2	0.9	1.0	6
CN(C)c1ncc(S(=O)(=O)c2ccc(Cl)cc2)c(-c2ccc(Cl)cc2Cl)n1	0.2	-9	3	0.1	1	0.1	-1.0	-3	-0.7	2.9	-9
C/C(=N/NC(=O)c1ccco1)c1ccc(Br)s1	1.6	0	-5	7.8	-4	0.9	-0.4	0	2.2	7.5	1
COc1ccc(/C(C)=N/Nc2ccccc2Cl)c(O)c1	0.6	-8	10	6.5	-12	1.3	0.5	1	3.3	4.4	-5
COc1ccc(-c2nc(CSCC(=O)N3CCN(C(=O)c4ccco4)CC3)c(C)o2)cc1OC	-2.2	-3	-1	0.7	-12	0.0	-1.1	2	-1.9	-0.3	6
CCOC(=O)C1CCN(C(=O)CCNC(=O)Cn2ccc3ccccc3c2=O)CC1	-1.3	0	-1	-0.1	-21	-0.9	-1.7	1	-1.2	-1.6	-2
NC(=O)c1cccnc1Nc1cccc(F)c1	-1.2	1	6	4.4	2	-0.3	-0.8	0	-0.6	-0.9	3

One compound at a time, as listed above. Screens in order: DAX1 inh-1	GC-A act	sPLA2-III inh	hgDAF12 agonist	ADAM10 inh	DAX1 inh-2	ssDAF-12 act	SMARCA2 activ	hcDAF-12 act	FXN GAA850 act	NPR2 activator
C=CCOc1ccccc1/C=N/NC(=O)Cc1ccc(C)cc1 reads 1.1	1	-2	-0.4	-7	-0.4	-0.1	-3	0.9	-0.3	-6
O=C(NCc1ccco1)C1CCCN1C(=O)Nc1ccc(Cl)cc1 (stereo not given) reads -0.6	5	1	-1.6	5	-0.6	0.0	-1	-0.1	1.6	1
CCOC(=O)C1CCN(C(=O)CCNC(=O)Cn2ccc3ccccc3c2=O)CC1 reads -1.3	0	-1	-0.1	-21	-0.9	-1.7	1	-1.2	-1.6	-2

Continued.
SMILES	DAX1 inh-1	GC-A act	sPLA2-III inh	hgDAF12 agonist	ADAM10 inh	DAX1 inh-2	ssDAF-12 act	SMARCA2 activ	hcDAF-12 act	FXN GAA850 act	NPR2 activator
Cc1ccc2nc(NC(=O)[C@H](C)N3C(=O)C4CC=CCC4C3=O)sc2c1 (stereo not given in full)	-1.6	11	-8	0.0	2	0.7	-1.7	-1	0.4	0.5	-1
CCCCN(C(=O)c1ccc(-c2ccc(Cl)cc2)o1)c1c(N)n(CCCC)c(=O)[nH]c1=O	1.4	-3	4	1.7	-29	-0.3	-0.8	-3	1.1	0.5	0
O=C(CSc1nc2ccccc2[nH]1)NC1CCCc2ccccc21 (stereo not given)	0.0	-5	-12	-2.8	4	0.3	-1.3	-2	0.1	1.3	0
COc1cccc(C(NC(C)=O)c2nc(-c3cccnc3)cs2)c1 (stereo not given)	.	-1	-3	1.9	5	-0.1	-1.2	-1	-1.2	0.1	0
O=C(CCN1CCCCCC1)Nc1ccc(F)c(F)c1	-1.3	2	0	-1.1	3	-0.2	-1.1	0	0.5	2.8	-2
CC(=O)c1ccccc1OCC(O)CN1CCN(CCN2C(=O)c3cccc4cccc(c34)C2=O)CC1 (stereo not given)	-0.2	8	1	-4.4	-13	-0.7	-2.2	2	-1.1	2.3	1
O=C(CCCCCNC(=O)c1ccccc1)N/N=C/c1ccc(O)cc1O	-0.7	0	1	-1.8	-33	-0.3	-1.1	2	0.0	1.4	-1
CCOc1ccc(-n2c(SCC(=O)Nc3ccc4c(c3)OCCO4)nnc2-c2ccncc2)cc1	.	-2	1	-4.6	3	-2.0	-1.9	-5	-0.8	.	3
Cc1cc(C)c(C(=O)N2CCCC(CNS(=O)(=O)N(C)C)C2)o1 (stereo not given)	-0.3	3	3	0.5	-4	0.4	-1.2	2	2.1	0.6	0
CC1CCN(c2nnc(N3CCC(C)CC3)c3ccccc23)CC1	1.6	4	2	0.5	-19	1.1	-1.1	-3	-0.8	1.3	0
CSc1nc(C)cc(OCC(=O)N2CCOCC2)n1	1.9	-1	4	-0.8	-3	-0.3	-1.1	1	-0.1	1.4	1
C[C@H](CO)N1C[C@H](C)[C@@H](CN(C)C(=O)NC2CCCCC2)Oc2c(NC(=O)C3CC3)cccc2C1=O	0.4	-2	2	0.4	2	-0.4	-1.0	0	-1.0	3.2	2
O=C(CN1CCN(C(=O)c2ccc(-c3nc4ccccc4s3)o2)CC1)Nc1ccc(F)cc1	-1.1	-5	-25	2.5	-25	-4.6	-1.4	0	0.7	1.5	-7
Cc1ccsc1C(=O)OCC(=O)c1ccc(OC(F)F)cc1	-0.2	0	-8	-0.7	5	2.3	-0.3	3	-0.3	1.2	1
COc1cccc(C(=O)NC(=S)Nc2ccc3[nH]c(=O)[nH]c3c2)c1	-1.3	-1	16	0.3	-15	-0.3	-1.4	-4	-0.6	0.5	-11
CC(=O)NC(c1cccc(F)c1)c1nc(-c2cnn(C)c2)cs1 (stereo not given)	.	3	-2	1.2	-3	0.6	-1.5	-1	-1.2	1.5	0
COc1ccc(/C=C/C(=O)NC(=S)NNC(=O)c2cccs2)cc1OC	0.7	2	6	0.4	-8	-0.1	-0.3	-1	-0.7	2.2	-1
COC(=O)CNC(=O)c1cn(CC(C)C)c(=O)c2cc(OC)c(OC)cc12	-1.6	2	9	-0.1	7	-0.2	-0.2	-1	0.1	-1.0	1
COC(=O)[C@]12C[C@H](CC(=O)NCC34CC5CC(CC(C5)C3)C4)C(=O)N(Cc3ccccc3)C1=C[C@H](C(C)(C)C)O[C@@H]2C	.	-4	-6	-2.0	6	-0.9	-1.4	1	-0.5	.	3
COc1ccc(-c2cc(C(=O)NN=Cc3ccccc3[N+](=O)[O-])[nH]n2)cc1	.	3	5	3.7	-7	-1.1	-1.1	-2	-2.4	.	-7
CS(=O)(=O)N1CCCC(C(=O)Nc2ccccc2C(F)(F)F)C1 (stereo not given)	1.7	2	2	0.2	-4	0.3	-1.5	1	-2.6	1.3	4
CCc1nc2c(OCc3cc(Cl)cc(Cl)c3)cccn2c1N(C)C(=O)c1cccc(OC)c1	.	-4	-2	-3.5	3	-1.6	-1.0	7	-2.1	-3.5	-4
COc1ccc(CN(C)CCCn2ccc(NC(=O)OCc3ccccc3)nc2=O)cc1OC	0.2	2	6	-4.5	2	-1.8	-1.6	1	-0.1	-0.1	-2
